NSD2 block: blocks human NSD2 histone methyltransferase activity | NSD2-SET H3K36me1 DELFIA fluorescence, biochemical | 44,000 compounds, 0.07% hits | O96028 | AID 624260 | inhibition, % at 12.5 µM; in the data active = inhibition above about 54%, passing the limit was not always enough; inconclusive = no clear call, values can overlap the other calls;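 note: inhibitors reduce the monomethyl H3K36 fluorescence signal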
* marks the source's active call; other numbers are inactive results; u = inconclusive.

SMILES | NSD2 block
CCc1ccc2c(-c3cccc(Cl)c3)nc(=O)n(CC)c2n1 | 3
C[C@H](CO)N1C[C@H](C)[C@H](CN(C)Cc2ccc(C(=O)Nc3ccccc3N)cc2)Oc2c(NS(=O)(=O)c3ccc(F)cc3)cccc2C1=O | 0
C[C@@H]1CN([C@@H](C)CO)C(=O)c2cccc(NC(=O)C3CCCCC3)c2O[C@H]1CN(C)CC1CCCCC1 | 1
Cc1noc(C)c1S(=O)(=O)Nc1ccc2c(c1)C(=O)N([C@H](C)CO)C[C@H](C)[C@H](CN(C)S(=O)(=O)c1cn(C)cn1)OCCCC[C@@H](C)O2 | 4
C[C@@H]1CN([C@@H](C)CO)C(=O)c2cc(-c3ccccc3)cnc2O[C@@H]1CN(C)Cc1ccccc1 | -5
Cc1nn(C)c2nc(NNC(=O)Nc3cc(Cl)nc(Cl)c3)cc(C(C)C)c12 | -2
O=C(NC1CC1)C1=C[C@H](c2coc3ccccc3c2=O)C[C@H](OCc2ccc(CO)cc2)O1 | 0
Cc1ccc(S(=O)(=O)Nc2ccc3c(c2)CC(=O)N([C@@H](C)CO)C[C@H](C)[C@@H](CN(C)CC2CCCCC2)O3)cc1 | -1
C=CCNC(=O)[C@H]1[C@@H]2C(=O)O[C@@H](c3ccccc3)[C@@H](c3ccccc3)N2[C@@H](c2ccccc2OCCO)[C@]12C(=O)Nc1ccc(C#CC3(O)CCCCCC3)cc12 | -16
COc1ccc(OC(=O)N(C)C[C@@H]2OCc3cn(nn3)CCCC(=O)N([C@H](C)CO)C[C@@H]2C)cc1 | -3
COc1ccc(NC(=O)Nc2ccc3c(c2)CC(=O)N([C@H](C)CO)C[C@H](C)[C@H](CN(C)S(=O)(=O)c2ccc(OC)cc2)O3)cc1 | -5
C[C@@H]1CN([C@H](C)CO)S(=O)(=O)c2ccc(C3=CCCC3)cc2O[C@@H]1CN(C)C(=O)c1cccnc1 | -3
CC(C)CC#Cc1ccc2c(c1)O[C@H](CN(C)CC1CC1)[C@H](C)CN([C@H](C)CO)S2(=O)=O | -6
Cc1cc(C(=O)Nc2cccc3c2O[C@H](CN(C)C(=O)NC2CCCCC2)[C@H](C)CN([C@@H](C)CO)C3=O)n(C)n1 | 2
C[C@@H]1CN([C@@H](C)CO)C(=O)c2cc(NC(=O)CCN3CCOCC3)ccc2O[C@@H]1CN(C)C | 4

Structures above with a Cl atom:
SMILES | NSD2 block
CCc1ccc2c(-c3cccc(Cl)c3)nc(=O)n(CC)c2n1 | 3
Cc1nn(C)c2nc(NNC(=O)Nc3cc(Cl)nc(Cl)c3)cc(C(C)C)c12 | -2

The results go on.
SMILES | NSD2 block
COc1ccc(NC(=O)Nc2ccc3c(c2)C(=O)N([C@H](C)CO)C[C@H](C)[C@H](CN(C)C(=O)Nc2ccc4c(c2)OCO4)OCCCC[C@H](C)O3)cc1 | -5
CC(C)NC(=O)N(C)C[C@@H]1Oc2ccc(NC(=O)Nc3ccccc3)cc2CC(=O)N([C@H](C)CO)C[C@H]1C | 4
CCCN(C)C[C@@H]1Oc2cc(-c3cccnc3)ccc2S(=O)(=O)N([C@H](C)CO)C[C@@H]1C | 1
C[C@H](CO)N1C[C@H](C)[C@H](CN(C)CC2CCCCC2)Oc2ccc(NC(=O)Nc3ccc(C(F)(F)F)cc3)cc2C1=O | 2
COc1cc2c(c(O)c1CO)C(=O)CCC2O (stereo not drawn) | 1
C[C@@H]1CN([C@H](C)CO)C(=O)c2cc(NS(=O)(=O)c3cn(C)cn3)ccc2O[C@@H]1CN(C)Cc1ccc(C(=O)Nc2ccccc2N)cc1 | -2
C[C@H]1CN([C@@H](C)CO)S(=O)(=O)c2ccc(C#CC3(O)CCCC3)cc2O[C@@H]1CN(C)C(=O)Nc1ccccc1 | -1
COc1ccccc1-c1cnc2c(c1)C(=O)N([C@H](C)CO)C[C@H](C)[C@@H](CN(C)Cc1cncnc1)O2 | 3
Cc1ccccc1S(=O)(=O)N(C)C[C@H]1OCc2cn(nn2)CCCC(=O)N([C@H](C)CO)C[C@H]1C | 4
Cc1ccc(S(=O)(=O)Nc2ccc3c(c2)CC(=O)N([C@@H](C)CO)C[C@H](C)[C@H](CN(C)S(=O)(=O)c2c(C)noc2C)O3)cc1 | 6
C[C@H]1CN([C@@H](C)CO)C(=O)c2cc(NC(=O)Nc3ccc(C(F)(F)F)cc3)ccc2O[C@H]1CN(C)Cc1ccccc1 | -2
CC(C)NC(=O)N(C)C[C@H]1Oc2cc(C#CC3CC3)ccc2S(=O)(=O)N([C@@H](C)CO)C[C@H]1C | 0
C[C@@H]1CN([C@H](C)CO)S(=O)(=O)c2ccc(-c3cncnc3)cc2O[C@@H]1CN(C)C(=O)CN(C)C | -3
COc1cccc(NC(=O)N(C)C[C@H]2Oc3ncc(C#Cc4ccccc4)cc3C(=O)N([C@H](C)CO)C[C@@H]2C)c1 | -5
Cc1ccc(-c2cnc3c(c2)C(=O)N([C@H](C)CO)C[C@@H](C)[C@H](CN(C)C)O3)cc1 | 0
C[C@@H]1CN([C@H](C)CO)C(=O)c2cccc(NS(C)(=O)=O)c2O[C@@H]1CN(C)Cc1ccc(C(F)(F)F)cc1 | 2
C[C@H](CO)N1C[C@H](C)[C@@H](CN(C)S(=O)(=O)c2cn(C)cn2)OCc2ccccc2-c2ccccc2C1=O | 14
COc1ccc(NC(=O)N(C)C[C@@H]2Oc3c(NS(=O)(=O)c4cn(C)cn4)cccc3C(=O)N([C@H](C)CO)C[C@H]2C)cc1 | 4
C[C@H]1CCCCO[C@@H](CN(C)S(=O)(=O)c2ccc(F)cc2)[C@@H](C)CN([C@@H](C)CO)C(=O)c2cc(NC(=O)C3CCCCC3)ccc2O1 | 3
COc1ccc(S(=O)(=O)N(C)C[C@@H]2OCCCC[C@@H](C)Oc3ccc(NC(=O)Nc4ccccc4)cc3C(=O)N([C@@H](C)CO)C[C@@H]2C)cc1 | 3
C[C@@H]1CN([C@H](C)CO)C(=O)c2cc(NC(=O)Nc3cccc4ccccc34)ccc2O[C@@H](C)CCCCO[C@@H]1CN(C)C(=O)Cc1ccccc1 | -6
C[C@H](CO)N1C[C@H](C)[C@H](CN(C)S(=O)(=O)c2ccccc2)Oc2ccc(NC(=O)CCC(F)(F)F)cc2C1=O | 0
C[C@@H]1CCCCO[C@@H](CN(C)Cc2ccccc2)[C@H](C)CN([C@H](C)CO)C(=O)c2cc(NC(=O)Nc3ccc(C(F)(F)F)cc3)ccc2O1 | 31
C[C@@H]1CN([C@@H](C)CO)S(=O)(=O)c2ccc(-c3cccc(F)c3)cc2O[C@@H]1CN(C)S(=O)(=O)c1ccccc1 | 5
COc1ccc(NC(=O)Nc2cccc3c2O[C@@H](CN(C)Cc2ccc(Cl)c(Cl)c2)[C@H](C)CN([C@@H](C)CO)C3=O)cc1 | 5
CC(C)(C)OC(=O)NC/C=N/NC(=O)CCCCC(=O)NO | 3
O=C(C[C@@H]1C[C@@H]2c3cc(NS(=O)(=O)c4ccc(F)cc4)ccc3O[C@@H]2[C@@H](CO)O1)N1CCCCC1 | u
C[C@H]1CN([C@@H](C)CO)C(=O)c2cc(NS(=O)(=O)c3ccc(Cl)cc3)ccc2O[C@@H]1CN(C)CC1CC1 | 7
C[C@H](CO)N1C[C@H](C)[C@H](CN(C)S(=O)(=O)c2cn(C)cn2)Oc2ncc(C#Cc3ccc(F)cc3)cc2C1=O | -1
Cc1ccc(CN(C)C[C@H]2OCc3cnnn3CCCC(=O)N([C@H](C)CO)C[C@@H]2C)cc1 | 5
C[C@H]1CCCCO[C@H](CN(C)Cc2ccccc2)[C@@H](C)CN([C@@H](C)CO)C(=O)c2cc(NC(=O)CCC(F)(F)F)ccc2O1 | 1
CCC(C)CCC(O)C1=C(C)C(O)OC1=O (stereo not drawn) | -6
CC(C)NC(=O)N(C)C[C@@H]1Oc2ccc(NC(=O)c3ccncc3)cc2C(=O)N([C@H](C)CO)C[C@@H]1C | -2
COc1cccc(/C=C(\C#N)C(=O)Nc2c(C)n(C)n(-c3ccccc3)c2=O)c1 | 2
C[C@@H]1CN([C@@H](C)CO)C(=O)c2cc(C#Cc3ccccc3F)cnc2O[C@@H]1CN(C)C(=O)C1CCC1 | -2
C[C@@H]1CN([C@@H](C)CO)C(=O)c2cccc(NC(=O)C3CCOCC3)c2O[C@H]1CN(C)C(=O)Nc1cccc2ccccc12 | -1
COc1ccc([Si](C)(C)[C@@H]2[C@@H](CCO)O[C@]3(C(=O)N(Cc4ccc(N5CCC5=O)cc4)c4ccccc43)[C@H]2C)cc1 | u
C[C@@H](NC(=O)C[C@H]1C[C@@H]2c3cc(NS(=O)(=O)c4ccc(F)cc4)ccc3O[C@@H]2[C@@H](CO)O1)c1ccccc1 | 4
C[C@@H]1CN([C@@H](C)CO)S(=O)(=O)c2ccc(C#Cc3ccncc3)cc2O[C@@H]1CN(C)S(=O)(=O)c1ccc(F)cc1 | 0
C[C@@H]1CCCCO[C@@H](CN(C)C(=O)c2ccccc2)[C@H](C)CN([C@H](C)CO)C(=O)c2cc(NS(=O)(=O)c3ccccc3)ccc2O1 | u
O=C(NO)c1cccc(C(=O)N/N=C/c2ccc(F)cc2)c1 | 2
COc1ccc(NC(=O)Nc2ccc3c(c2)C(=O)N([C@@H](C)CO)C[C@@H](C)[C@H](CN(C)Cc2ccncc2)OCCCC[C@H](C)O3)cc1 | -1
COC1(C)CN(Cc2ccccc2Br)[C@H](/C=C/c2ccccc2)[C@H](Cc2ccccc2)O1 (stereo partly drawn) | 0
O=C(C[C@@H]1C[C@@H]2c3cc(NC(=O)CC4CC4)ccc3O[C@@H]2[C@@H](CO)O1)NCCN1CCCCC1 | u
C[C@H]1CN([C@@H](C)CO)C(=O)c2cc(Br)cnc2O[C@H]1CN(C)C(=O)c1ccccc1 | -2

An excerpt from above in order of heavy-atom count, largest number first.
SMILES | NSD2 block
C[C@@H]1CCCCO[C@@H](CN(C)C(=O)c2ccccc2)[C@H](C)CN([C@H](C)CO)C(=O)c2cc(NS(=O)(=O)c3ccccc3)ccc2O1 | u
C[C@@H]1CN([C@@H](C)CO)C(=O)c2cc(C#Cc3ccccc3F)cnc2O[C@@H]1CN(C)C(=O)C1CCC1 | -2
C[C@H]1CN([C@@H](C)CO)C(=O)c2cc(Br)cnc2O[C@H]1CN(C)C(=O)c1ccccc1 | -2
COc1cccc(/C=C(\C#N)C(=O)Nc2c(C)n(C)n(-c3ccccc3)c2=O)c1 | 2

The listing continues:
SMILES | NSD2 block
C[C@H](CO)N1C[C@H](C)[C@H](CN(C)S(=O)(=O)c2cccs2)Oc2ccc(NC(=O)Cc3ccccc3)cc2CC1=O | -4
C[C@@H]1CCCCO[C@H](CN(C)C(=O)Nc2ccc3c(c2)OCO3)[C@H](C)CN([C@H](C)CO)C(=O)c2cc(N(C)C)ccc2O1 | 19
CC(C)CC#Cc1cnc2c(c1)C(=O)N([C@H](C)CO)C[C@H](C)[C@@H](CN(C)Cc1cncnc1)O2 | -7
COc1ccccc1NC(=O)CN1C(=O)C2C3CCC(C3)C2C1=O (stereo not drawn) | 3
O=C(O)CCCCCC(=O)N/N=C/c1ccc(F)cc1 | 1
CNC[C@@H]1Oc2cc(C#CCOC)ccc2S(=O)(=O)N([C@H](C)CO)C[C@H]1C | 7
C[C@@H]1CN([C@@H](C)CO)S(=O)(=O)c2ccc(C3=CCCC3)cc2O[C@H]1CN(C)C(=O)c1ccc(F)cc1 | 1
C[C@H]1CN([C@@H](C)CO)C(=O)c2cccc(NC(=O)C3CCCCC3)c2O[C@H]1CN(C)Cc1ccncc1 | 2
COc1ccc(OC(=O)N(C)C[C@H]2OCc3cn(nn3)CCCC(=O)N([C@H](C)CO)C[C@H]2C)cc1 | 3
C[C@@H]1CN([C@@H](C)CO)C(=O)c2cc(NS(=O)(=O)c3cccs3)ccc2O[C@@H]1CN(C)C(=O)Nc1ccc2c(c1)OCO2 | 3
Cc1ccc(S(=O)(=O)Nc2ccc3c(c2)CC(=O)N([C@H](C)CO)C[C@@H](C)[C@@H](CN(C)S(=O)(=O)c2c(C)noc2C)O3)cc1 | -2
C[C@@H]1CN([C@H](C)CO)S(=O)(=O)c2ccc(C3=CCCC3)cc2O[C@H]1CN(C)C(=O)Cc1ccncc1 | -6
C[C@H](CO)N1C[C@H](C)[C@@H](CN(C)Cc2ccc(Oc3ccccc3)cc2)Oc2ccc(NC(=O)Cc3ccccc3)cc2CC1=O | -4
CCCC#Cc1ccc2c(c1)O[C@H](CN(C)C(=O)CC)[C@@H](C)CN([C@@H](C)CO)S2(=O)=O | -1
C[C@H](CO)N1C[C@H](C)[C@@H](CN(C)Cc2ccc(C(F)(F)F)cc2)Oc2c(cccc2N(C)C)C1=O | -6

In the list so far, these have bromine:
SMILES | NSD2 block
COC1(C)CN(Cc2ccccc2Br)[C@H](/C=C/c2ccccc2)[C@H](Cc2ccccc2)O1 (stereo partly drawn) | 0
C[C@H]1CN([C@@H](C)CO)C(=O)c2cc(Br)cnc2O[C@H]1CN(C)C(=O)c1ccccc1 | -2

The listing continues.
SMILES | NSD2 block
C[C@H](CO)N1C[C@H](C)[C@H](CN(C)C(=O)CC2CC2)Oc2cc(-c3cncnc3)ccc2S1(=O)=O | -7
C[C@H]1CN([C@@H](C)CO)C(=O)c2cc(C#Cc3ccccn3)cnc2O[C@@H]1CN(C)Cc1cccnc1 | -2
CC1OC(OCC2OC(O[C@H]3CC[C@@]4(C)C(CC[C@@]5(C)C6=C(CCC45)C4CC(C)(C)CC[C@]4(C(=O)OC4OC(CO)C(O)C(O)C4O)CC6)C3(C)C)C(O)C(O)C2O)C(O)C(O)C1O (stereo partly drawn) | 1
C[C@@H]1CN([C@H](C)CO)C(=O)c2cccc(NC(=O)Nc3cccc4ccccc34)c2O[C@H]1CN(C)C(=O)Nc1ccc(F)cc1 | -8
C[C@H]1CN([C@@H](C)CO)C(=O)c2cc(C#CC(C)(C)O)cnc2O[C@@H]1CN(C)Cc1cccc(F)c1 | -1

Source: PubChem BioAssay

Not all compounds are listed. The share of hits here may be higher or lower than overall.
